HEK293 cAMP ctrl: counter-screen for TSHR agonists: cAMP increase in parental HEK293 | parental HEK293 CNG cAMP sensor, membrane potential fluorescence | Potency, µM (highest dose often 57.1 µM), without a hit: top-dose activation, most hits filed as activators | actives 2.5% (n = 73,000) | AID 938; further: potency means the concentration at half of the fitted maximal effect; % of control where 0% means no effect; nearly all actives have a fitted effect of over 55% in size
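Parental HEK 293 cells stably expressing a cAMP-gated CNG channel were loaded with membrane potential dye containing 100 uM RO 20-1724 for 60 min. Compound added for 30 min; depolarization read as fluorescence intensity at 590 nm.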
A350 fluor: A350 region autofluorescence; Compound autofluorescence, 340/450 nm, Alexa 350 dye-equivalents; stronger effect = higher value; max dye-equivalent concentration, M; actives 11% (n = 59,000); AID 590; in the data active means max dye-equivalent concentration above about 10 nM; inconclusive means mostly about 1.1 nM to 9.6 nM
BRCT inh red: disrupts BRCA1 BRCT binding to phosphoprotein, red fluorophore readout; Potency, µM (top dose mostly 76.9 µM), inactives show at the highest dose activity change, negative = inhibition, hits mostly inhibitors; BRCT-phosphopeptide binding, red fluorescence polarization; actives 0.03% (n = 75,000); P38398; further: on the % scale 0 is the no-effect control and ±100 the full control effect
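Rhodamine-labelled pBACH1 10-mer (100 nM) bound to BRCT domain (100 nM) at pH 7.3; compounds incubated 12 min room temperature, polarization read. Free peptide defines full inhibition; unlabelled decapeptide titrated as control.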
Casp7 inh: blocks human caspase-7 allosterically or competitively; P55210; recombinant caspase-7, Ac-DEVD-AFC fluorescence rate; Potency, µM (highest dose often 57.5 µM), for the others: top-dose activity change, negative = inhibition, most hits filed as inhibitors; actives 0.02% (n = 75,000); AID 889; active means well fitted inhibition curve with a large enough effect in the main read-out, with a control signal flat, not every such curve was filed as active; inconclusive means small, poorly fitted or top-dose-only effect, or a change in a side signal; further: potency means the concentration at half of the fitted maximal effect; % of control where 0% means no effect
Target sequence (P55210 24-198 limits assumed): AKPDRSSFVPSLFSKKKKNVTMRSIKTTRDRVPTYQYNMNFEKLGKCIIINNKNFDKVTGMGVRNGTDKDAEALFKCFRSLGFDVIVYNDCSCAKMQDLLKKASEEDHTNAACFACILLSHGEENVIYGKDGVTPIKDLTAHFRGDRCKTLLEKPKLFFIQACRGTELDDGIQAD
Target sequence (P55210 207-303 limits assumed): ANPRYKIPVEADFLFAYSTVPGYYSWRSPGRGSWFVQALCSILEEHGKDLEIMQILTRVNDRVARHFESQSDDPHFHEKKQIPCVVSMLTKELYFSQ
USP2a inhib: inhibitors of human ubiquitin-specific protease USP2a; USP2a enzymatic assay, qHTS inhibition; Potency, µM (titrated, usually from 38.3 µM), inactives show at the top dose activity change, negative = inhibition, usual class: inhibitors; actives 0.1% (n = 60,000); AID 927;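 further: potency means the concentration at half of the fitted maximal effect; nearly all actives have a fitted effect of over 60% in size; plate controls were DMSO for no effect and NEM full inhibition control for full effect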
Target sequence (O75604 whole entry, looked up): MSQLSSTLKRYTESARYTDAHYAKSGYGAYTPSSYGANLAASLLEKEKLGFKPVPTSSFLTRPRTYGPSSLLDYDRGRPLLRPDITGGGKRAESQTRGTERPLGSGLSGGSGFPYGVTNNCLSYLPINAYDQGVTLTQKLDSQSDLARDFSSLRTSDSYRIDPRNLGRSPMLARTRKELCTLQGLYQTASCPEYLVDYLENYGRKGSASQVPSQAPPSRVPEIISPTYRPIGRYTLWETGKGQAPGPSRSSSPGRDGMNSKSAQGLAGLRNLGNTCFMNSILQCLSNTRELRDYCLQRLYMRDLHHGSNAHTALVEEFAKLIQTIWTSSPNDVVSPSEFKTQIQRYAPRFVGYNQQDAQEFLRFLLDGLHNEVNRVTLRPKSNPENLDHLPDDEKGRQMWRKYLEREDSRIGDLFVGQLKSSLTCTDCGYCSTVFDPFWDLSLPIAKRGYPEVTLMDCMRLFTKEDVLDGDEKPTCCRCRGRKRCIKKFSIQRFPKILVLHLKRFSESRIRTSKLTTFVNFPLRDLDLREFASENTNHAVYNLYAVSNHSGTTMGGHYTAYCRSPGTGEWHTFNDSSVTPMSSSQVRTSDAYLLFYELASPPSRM
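Inhibition is measured in a cell-free coupled assay with 20 nM USP2 core, 20 nM Ub-PLA2 and 20 uM NBD C6-HPC, 2.5 h incubation. Activity normalized to NEM control.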
Fluorescein autfl: compound fluoresces in the fluorescein spectral region. Compound autofluorescence, 480/540 nm, fluorescein-equivalent; stronger effect = higher value. max fluorescein-equivalent concentration, M. actives 0.91% (n = 59,000). AID 593; in the data active means max fluorescein-equivalent concentration above about 10 nM; inconclusive means between about 1.1 nM and that limit
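First, buffer (100 mM Tris, pH 8.0) dispensed; second, compounds and fluorescein standards pinned in; third, 15 min room-temperature incubation; finally, imaging at ex 480 nm/em 540 nm. Fluorescence normalized against the six-point fluorescein curve.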
Casp1 inh: allosteric or competitive inhibitors of human caspase-1; P29466; Caspase-1 enzyme, Ac-WEHD-AFC fluorogenic rate; Potency, µM (series often up to 57.5 µM), inactives show top-dose activity change, negative = inhibition, actives largely listed as inhibitors; actives 0.03% (n = 75,000); AID 900;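 further: potency means the concentration at half of the fitted maximal effect; plate controls were vehicle for no effect and no substrate for full effect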
4MU fluor: 4-MU region autofluorescence; compound autofluorescence, 340/450 nm, 4-MU equivalents; stronger effect = higher value; max dye-equivalent concentration, M; actives 11% (n = 59,000); AID 589; in the data active means max dye-equivalent concentration above about 10 nM; inconclusive means mostly about 1.1 nM to 9.6 nM
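Intrinsic fluorescence at 340/450 nm (ex/em) was read after 15 min at room temperature in pH 8.0, 100 mM Tris. Each compound concentration expressed as 4-MU-equivalent concentration from a six-point 4-MU standard series on each plate.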
UbGFP stabilizer: inhibits proteasome, raising ubiquitin-GFP reporter fluorescence. AID 526. Ubiquitin-GFP reporter cells, proteasome inhibition, GFP fluorescence; response scale: untreated = 0%, 10 µM MG-132 = 100%. Potency, µM (doses to about 45.9 µM), for the others: at the top dose activation (GFP accumulation), usual class: activators. 67,000 tested, under 10 active; active means well fitted activation curve with a large enough effect, not every such curve was filed as active; inconclusive means small, poorly fitted or top-dose-only effect, or another doubt; inactive means no such curve, though single readings can be large or run the other way; further: potency means the concentration at half of the fitted maximal effect
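U2OS cells stably expressing ubiquitin(G76V)-GFP, seeded overnight in 0.5% FBS medium, were exposed to compounds (qHTS, 46 uM to 2.9 nM) for 4 hr at 37 °C. GFP-positive cells were counted by laser cytometry (488 ex/515 em), normalized between basal and 10 uM MG-132.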
BRCT inh green: blocks human BRCA1 BRCT binding to phosphopeptide, green readout | BRCA1 BRCT-phosphopeptide binding, green fluorescence polarization | Potency, µM (titrated, usually from 76.9 µM), inactives show at the highest dose activity change, negative = inhibition, hits mostly inhibitors | actives 0.05% (n = 75,000) | AID 875;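 further: potency means the concentration at half of the fitted maximal effect; plate controls were peptide without protein for full effect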
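Fluorescence polarization: His-tagged BRCT (~35 kDa BRCA1 C-terminus, 250 nM) bound to 100 nM fluorescein-labeled phosphorylated 10-aa BACH1 peptide, pH 7.3 phosphate buffer with DTT and Tween 20. Compounds incubated 12 min at room temperature; inhibition read as lowered polarization.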
GFP derepression: derepresses silenced GFP locus in mouse C127i cells. mouse C127i GFP locus derepression, cytometry, 30 h. Potency, µM (series often up to 46.1 µM), for the others: at the highest dose GFP derepression (activation). actives 0.09% (n = 68,000). AID 597; further: % of control where 0% means no effect
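Murine C127i mammary cells carrying a silenced, stably integrated CMV-driven GFP reporter were treated with compound for 30 hours at 37 C. After PBS washes, GFP-positive cells were counted by laser-scanning microplate cytometry.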
* marks the source's active call; other numbers are inactive results; i = inactive; ? = inconclusive; . = no result given; [ ] = dose if it differs, or a comment. Unless noted, the call rests on the fitted dose curve; in most records, active means well fitted curve in the direction sought with a large enough effect; inconclusive means small, poorly fitted or top-dose-only effect, or another doubt; inactive means no such curve, though single readings can be large; an effect the other way counts as inactive or inconclusive. These rows are one share of the data. The share of hits here may be higher or lower than overall.

Compound	HEK293 cAMP ctrl	A350 fluor	BRCT inh red	Casp7 inh	USP2a inhib	Fluorescein autfl	Casp1 inh	4MU fluor	UbGFP stabilizer	BRCT inh green	GFP derepression
CC(C)(C)OC(=O)N1CCC(C(=O)N[C@H](Cc2ccccc2)C(=O)O)CC1	-4%	i	0.5%	0%	5%	i	0%	i	-4%	-0.8%	2%
N#Cc1c(/N=C/c2cccs2)sc2c1CCC2	4%	i	0.6%	-12%	-11%	?	-9%	i	1%	-6.0%	0%
CC(=O)OC1C(OC(C)=O)N(C(C)=O)C(=O)N1C(C)=O (stereo not drawn)	0%	i	0.1%	-3%	-5%	i	-1%	i	-1%	-1.3%	2%
COC(=O)c1ccc(C)c(NC(=O)CN(c2ccc3c(c2)OCO3)S(C)(=O)=O)c1	8%	i	-1.4%	-3%	-7%	?	0%	i	0%	3.1%	0%
CC(=O)NC(C)c1nc2ccccc2n1Cc1ccccc1F (stereo not drawn)	12%	i	0.2%	0%	0%	i	3%	i	-6%	0.1%	5%
COC(=O)C(O)(NC(=O)NC(C)=O)C(F)(F)F (stereo not drawn)	-1%	i	0.9%	1%	-7%	i	3%	i	-7%	0.9%	0%
O=C1CSc2ccccc2N1Cc1ccc(F)cc1	23%	i	1.5%	0%	-9%	i	-2%	i	4%	-3.2%	2%
O=C(c1ccccc1OCc1ccccc1Br)N1CCN(c2ncccn2)CC1	16µM*	i	-2.3%	-5%	7%	?	-3%	i	-8%	-1.0%	2%
COc1cccc(N2C(=O)C(CC(=O)Nc3ccc(F)cc3)N(C3CCCCC3)C2=O)c1 (stereo not drawn)	12%	i	-0.6%	-3%	34%[activator]	i	1%	i	1%	-2.3%	3%
COc1ccccc1CCNC(=O)CSc1nc(-c2ccco2)cc(C(F)(F)F)n1	-4%	.	-0.3%	-2%	.	.	1%	.	1%	-1.0%	2%
COc1ccc(C(=O)Nc2ccc(-c3cn4ccsc4n3)cc2)cc1S(=O)(=O)N1CCOCC1	-12%	?	-1.0%	-1%	12%	?	0%	?	0%	-1.8%	2%
Cc1ccc(C(=O)N(CC(=O)NC2CCCC2)Cc2cccs2)s1	?	i	0.7%	-1%	4%	i	0%	i	2%	0.6%	-3%
COc1ccccc1NS(=O)(=O)c1ccc(OC)c(OC)c1	5%	i	-0.7%	2%	2%	i	-1%	i	-2%	-0.3%	0%
Cc1cc(=O)n2nc(N3CCCC3C(=O)NCc3ccccn3)sc2n1 (stereo not drawn)	4%	i	-0.7%	1%	-6%	i	0%	i	-2%	-1.7%	0%
N#Cc1ccc(COC(=O)CSc2nnc(C3CCCCC3)n2N)cc1	16%	i	0.7%	-2%	5%	?	1%	i	-3%	0.0%	0%
Cc1ccccc1C(C(=O)NCc1ccco1)N(CC1CCCO1)C(=O)Cn1nnc2ccccc21 (stereo not drawn)	?	i	-3.4%	-5%	119%[activator]	i	-1%	i	-2%	-2.6%	3%
O=C(OCC(=O)N1CCCCCC1)c1cccs1	2%	i	0.0%	-1%	-4%	i	0%	i	1%	0.0%	1%
NCC(=O)NC1(C(=O)O)CCCC1	-63%[inhibitor][11.4 µM]	i	-0.5%[15.4 µM]	-1%[11.5 µM]	.	?	2%[11.5 µM]	i	-4%[9.17 µM]	-1.3%[15.4 µM]	0%[9.22 µM]
COCCNC(=O)[C@H](C)[C@@H]1C[C@@]1(C)[C@@H](NC(=O)OCc1ccccc1)c1ccccc1	5%	.	-0.9%	0%	.	.	1%	.	.	-3.0%	.
CCOC(=O)c1c(C)c(C(=O)NC2CCCCCC2)c(C)n1C	21%	i	0.5%	0%	16%	i	1%	i	19%	0.8%	0%
COc1ccc(-n2c(C)cc(C(=O)COc3ccc(-n4cnnn4)cc3)c2C)cc1	4%	?	-1.7%	7%	6%	i	-3%	i	0%	-0.7%	5%
CC(C)N(CC(=O)O)CC(=O)O	4%[11.4 µM]	i	-0.9%[15.4 µM]	1%[11.5 µM]	.	?	-4%[11.5 µM]	i	11%[9.17 µM]	1.8%[15.4 µM]	2%[9.22 µM]
O=C(COC(=O)CCNS(=O)(=O)c1ccc2c(c1)OCCO2)NC1CCCc2ccccc21 (stereo not drawn)	10%	i	-3.0%	6%	9%	i	-1%	i	-3%	2.3%	1%
CCCC(=O)N=C1SC2CS(=O)(=O)CC2N1c1ccc(CC)cc1 (stereo not drawn)	0%	i	-0.2%	-1%	-3%	?	1%	i	-4%	-1.7%	2%
Cc1ccc(NC(=O)C2C(=O)N(CCO)C3(C)CC2c2ccccc2O3)cc1 (stereo not drawn)	12%	i	0.1%	-2%	9%	i	0%	i	4%	-0.2%	0%
CCC(C)(C)NC(=O)CN(Cc1ccc2c(c1)OCO2)C(=O)CCC(=O)Nc1ccccn1	9%	i	-0.6%	0%	34%[activator]	i	-2%	i	-2%	-0.1%	3%
c1ccc(COn2c(-c3ccccc3)nc3c2CCc2nonc2-3)cc1	25µM*	i	-2.3%	0%	4%	?	-2%	i	-1%	-4.8%	2%
O=C(O)c1cccc(S(=O)(=O)NCc2cccs2)c1	-2%	i	-2.0%	1%	.	i	0%	i	7%	-2.1%	-4%
O=C(NC1CC1)c1ccc(-c2nc3ccccc3s2)s1	9%	2.2e-08M*	-0.1%	0%	-2%	i	-3%	2.4e-08M*	4%	-0.2%	0%
O=C(Cc1ccccc1)NCCc1cn2ccsc2n1	?	.	-0.5%	0%	.	.	-2%	.	5%	-2.2%	.
CC12CCC(C(=O)NCc3ccco3)(OC1=O)C2(C)C (stereo not drawn)	-2%	.	0.1%	0%	-1%	.	-3%	.	-4%	-1.4%	-2%
CCCC[C@@H]1C[C@H]1C(NC(=O)c1cccs1)c1ccccc1C(F)(F)F (stereo partly drawn)	?	.	-0.3%	0%	.	.	-2%	.	.	-2.4%	.
CC(=O)N1CCc2cc(S(=O)(=O)CCC(=O)N3CCN(c4ccccn4)CC3)ccc21	1%	i	-0.9%	0%	1%	i	3%	i	0%	2.1%	-4%
CCC(=O)N1CCc2cc(Br)cc(S(=O)(=O)C3(C(=O)OC)CC3)c21	4%	i	-0.4%	2%	3%	i	-1%	i	-7%	-1.5%	-1%
O=C(Nn1c(C2CCC2)nc2ccccc2c1=O)C1CCC1	14%	i	1.2%	-1%	0%	?	1%	i	1%	-1.2%	0%
Cc1ccc(Nc2cc(C)nn2-c2nc(C)cc(=O)[nH]2)cc1	-6%	i	0.2%	-1%	14%	i	-1%	i	-1%	-0.6%	-1%
O=C(Nc1nnc(COc2ccc(F)cc2)s1)c1cccs1	10%	i	-0.2%	0%	-3%	?	-2%	i	7%	-1.8%	2%
CC(=O)Nc1ccc(C(=O)Nc2ccc3c(c2)OCO3)cc1	5%	i	-2.3%	-2%	15%	i	-1%	i	2%	1.4%	0%
COc1ccccc1CN1C(=S)SC(C)(C)C1NO (stereo not drawn)	4%	i	-3.5%	-2%	2%	?	-2%	i	12%	-3.9%	3%
N#C[C@H](c1ccccc1)N1CCCN([C@@H](C#N)c2ccccc2)C1c1ccccc1O (stereo partly drawn)	-1%[11.4 µM]	i	1.2%[15.4 µM]	3%[11.5 µM]	.	i	9%[11.5 µM]	i	-9%[9.17 µM]	-4.5%[15.4 µM]	0%[9.22 µM]

Structures shown so far containing an aryl thioether with sulfur outside any ring (two):
Compound	HEK293 cAMP ctrl	A350 fluor	BRCT inh red	Casp7 inh	USP2a inhib	Fluorescein autfl	Casp1 inh	4MU fluor	UbGFP stabilizer	BRCT inh green	GFP derepression
COc1ccccc1CCNC(=O)CSc1nc(-c2ccco2)cc(C(F)(F)F)n1	-4%	.	-0.3%	-2%	.	.	1%	.	1%	-1.0%	2%
N#Cc1ccc(COC(=O)CSc2nnc(C3CCCCC3)n2N)cc1	16%	i	0.7%	-2%	5%	?	1%	i	-3%	0.0%	0%

The list goes on:
Compound	HEK293 cAMP ctrl	A350 fluor	BRCT inh red	Casp7 inh	USP2a inhib	Fluorescein autfl	Casp1 inh	4MU fluor	UbGFP stabilizer	BRCT inh green	GFP derepression
Cc1n[nH]c(=O)nc1NCc1ccc(Cl)cc1	-6%	i	-0.1%	-3%	3%	i	0%	i	.	-1.3%	-2%
Brc1ccc(OCCOCCN2CCOCC2)cc1	19%	.	0.1%	-1%	7%	.	-2%	.	26%	-0.4%	-2%
O=C(NCCc1ccc(Cl)cc1)C1CCN(S(=O)(=O)N2CCCCC2)CC1	?	i	-0.7%	0%	3%	i	-2%	i	1%	-2.8%	-4%
COc1cc(C(=O)NCc2ccco2)cc(OC)c1OC	-3%	i	0.5%	2%	1%	i	1%	i	14%	1.9%	-4%
Cc1nc(NC2CCCCC2)c2nc(-c3ccccc3)n(CCN3CCCCC3)c2n1	?	.	-0.4%	-1%	.	.	-2%	.	-2%	0.9%	.
CN(C)c1cccc(O)c1	?	.	0.9%	-2%	.	.	-14%	.	.	2.0%	.
